Casp6 inh: human caspase-6 inhibitors, primary screen, biochemical, VEID-R110 fluorescence, single point, set 2. 350,000 compounds, 0.53% hits. P55212. purified caspase-6, Z-VEID-R110 cleavage fluorescence. AID 686996, 2013. inhibition, % at 12.5 µM;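 active means mean inhibition across replicates at least about 35%, with every replicate also reaching that limit, limit read from the data; inconclusive means only one of the two criteria met; inactive means neither criterion met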;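 further: 0% = median of neutral control wells and 100% = no fluorescence left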
E-selectin induc: E-selectin induction in HUVECs, primary screen, imaging, HUVEC, immunofluorescence imaging, single point; P16581; normalized: neutral wells 0, TNF-alpha wells 100; activation, % at 7.58 µM; 260,000 compounds, 0.37% hits; AID 686992, 2013;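 active means mean E-selectin-positive cell signal at least 10% of the positive control, reached in at least 60% of replicates, without over 20% cell loss; inconclusive means no rule given, readout overlaps actives, possibly toxicity-flagged; inactive means the rest, including those meeting only one limit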;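 further: in these data hits start at about 27%; measured in HUVEC primary endothelial cells; signal is the percent of cells scored E-selectin positive by PE staining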
Target sequence (P16581 whole entry, looked up): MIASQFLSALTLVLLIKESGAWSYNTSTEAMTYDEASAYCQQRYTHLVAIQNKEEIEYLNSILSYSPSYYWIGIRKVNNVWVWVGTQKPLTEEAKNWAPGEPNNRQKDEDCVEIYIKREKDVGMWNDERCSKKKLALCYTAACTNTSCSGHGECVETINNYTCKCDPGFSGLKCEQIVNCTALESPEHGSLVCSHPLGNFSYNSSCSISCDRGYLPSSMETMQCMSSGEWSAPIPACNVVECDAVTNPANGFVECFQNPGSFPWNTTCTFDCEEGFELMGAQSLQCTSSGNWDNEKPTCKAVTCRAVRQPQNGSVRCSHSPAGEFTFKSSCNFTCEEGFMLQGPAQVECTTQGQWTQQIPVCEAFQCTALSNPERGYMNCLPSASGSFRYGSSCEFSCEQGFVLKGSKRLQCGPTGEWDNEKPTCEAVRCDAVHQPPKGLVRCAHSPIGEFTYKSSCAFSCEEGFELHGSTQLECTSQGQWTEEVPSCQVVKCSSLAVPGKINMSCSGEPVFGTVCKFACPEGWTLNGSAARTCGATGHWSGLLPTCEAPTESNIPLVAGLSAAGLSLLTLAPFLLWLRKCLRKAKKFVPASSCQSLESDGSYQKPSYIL
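Assay system: HUVEC primary endothelial cells. Input: 3,000 HUVEC seeded per well. Doses: one compound dose added by pin transfer. Read-out basis: % PE-positive cells. Benchmarks: TNF-alpha high, DMSO low. Detection: immunofluorescence imaging. Buffer or medium: EGM-2, gelatin.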
RAD54 branch: inhibitors of human RAD54 branch migration, primary screen, biochemical, fluorescence, single point; RAD54 Holliday junction branch migration, FAM/BHQ fluorescence; inhibition, % at 10.4 µM; 360,000 compounds, 0.14% hits; AID 602329, 2012;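 active means mean normalized replicate activity at least 40 and at least half of replicates scoring 40 or more; inconclusive means only one of the two criteria met; inactive means mean below 40 and under half of replicates reaching 40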;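 further: 0% = median of neutral control wells and 100% = median of positive control wells; inhibitors cause a drop in the FAM fluorescence signal; in these data hits start at about 50%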
esBAF inh: Bmi1 luciferase reporter increase in mESCs, primary screen, esBAF inhibitor project, mouse ES cells, Bmi1 luciferase knock-in, single point | 350,000 compounds, 2% hits | reporter increase, % at 12.5 µM | 24 h; 100% = twice the neutral-well signal; in the data active means activation above about 40%; inconclusive means no clear call, values can overlap the other calls;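 further: 0% = median of the plate's neutral control wells and 100% = double that signal; a rise in the Bmi1 reporter signal indicates esBAF inhibition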
PglD DTNB: C. jejuni PglD acetyltransferase inhibitors, primary screen, biochemical, DTNB colorimetric, single point; UDP-N-acetylbacillosamine N-acetyltransferase PglD (Campylobacter jejuni); purified PglD enzyme, DTNB colorimetric CoA detection; inhibition, % at 12.5 µM; 360,000 compounds, 0.098% hits; in the data active means inhibition above about 16%, passing the limit was not always enough; inconclusive means no clear call, values can overlap the other calls; further: strong numbers were not always called active
RAD52 inh: RAD52 DNA annealing inhibitors, primary screen, biochemical, FRET, single point, set 2 | recombinant RAD52 DNA annealing, FRET fluorescence | inhibition, % at 18.7 µM | 360,000 compounds, 0.46% hits | AID 651710, 2012;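 active means every replicate showing at least 50% inhibition; inconclusive means mean inhibition at least 50% but not in every replicate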
ARNT-TACC3 inh: disruptors of ARNT/TACC3 protein interaction, primary screen, biochemical, AlphaScreen, single concentration. Transforming acidic coiled-coil-containing protein 3 (Homo sapiens), Q9Y6A5. AlphaScreen His-ARNT PAS-B/GST-TACC3 binding, luminescence; TACC3 fragment carries E629A point mutation. inhibition, % at 9.99 µM. 390,000 compounds, 0.66% hits;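 active means mean inhibition of replicates at least 50% and at least half of replicates each reaching 50%; inconclusive means half or more replicates reach 50% but mean below 50%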;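 further: 0% = complete ARNT plus TACC3 wells and 100% = ARNT alone without TACC3; many hits fall short of the cut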
ERp5 block: inhibitors of ERp5-driven insulin aggregation, primary screen, biochemical, turbidity, absorbance 650 nm, single point | Protein disulfide-isomerase A6 (Homo sapiens), Q15084 | inhibition, % at 9.99 µM | 350,000 compounds, 0.05% hits | 90 min;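 active means mean replicate inhibition above about 25%, with every replicate also reaching it, limit read from the data, passing the limit was not always enough; inconclusive means only one of those two criteria met; inactive means neither criterion met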
Target sequence (Q15084 whole entry, looked up): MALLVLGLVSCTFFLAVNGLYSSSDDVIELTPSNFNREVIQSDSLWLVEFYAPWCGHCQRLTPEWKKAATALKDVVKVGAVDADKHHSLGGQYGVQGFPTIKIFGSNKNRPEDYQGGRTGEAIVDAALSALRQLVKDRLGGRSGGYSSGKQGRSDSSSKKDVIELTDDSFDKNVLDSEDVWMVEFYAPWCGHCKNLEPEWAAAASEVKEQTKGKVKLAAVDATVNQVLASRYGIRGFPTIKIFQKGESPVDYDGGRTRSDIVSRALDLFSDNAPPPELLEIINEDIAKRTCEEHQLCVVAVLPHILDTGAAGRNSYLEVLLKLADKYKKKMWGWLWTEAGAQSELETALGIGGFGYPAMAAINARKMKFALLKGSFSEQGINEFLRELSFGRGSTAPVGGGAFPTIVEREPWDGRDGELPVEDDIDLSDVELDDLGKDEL
Active calls of the source: *; ? = inconclusive; . = not tested or not shown. Not a hit list, and some 3.2% of all compounds hit somewhere here.

No.	compound	Casp6 inh	E-selectin induc	RAD54 branch	esBAF inh
1	CCOc1ccc(CCN2C(=S)N([C@@H](CC(C)C)CN3CCC[C@@H]3CN3C(=S)NC[C@@H]3Cc3ccc(O)cc3)C[C@@H]2CC(C)C)cc1	-1	-0.2	-3	-4
2	CC(=O)Oc1ccc([N+](=O)[O-])cc1N1C(=O)c2ccccc2C1=O	9	-0.1	-2	-11
3	COc1ccc2nc(N(CCN(C)C)C(=O)c3ccc(C(=O)c4ccccc4)cc3)sc2c1	-7	0.2	7	-2
4	COc1ccccc1S(=O)(=O)N1CC[C@H]2[C@H](CO)Nc3ccc(-c4ccc(F)cc4)cc3[C@H]21	0	-0.7	0	-2
5	Fc1cccc(CN2CCN(C(=S)NCCc3ccccc3)CC2)c1	0	.	.	.
6	O=C(CSc1nnc(-c2cccnc2)o1)Nc1ccc(F)cc1	1	-0.1	-7	11
7	Cc1nn(Cc2ccccc2)c(Cl)c1/C=N/NC(=O)c1cccnc1	2	-0.1	-7	.
8	Cc1onc(NC(=O)NC(=O)c2ccccc2F)c1Br	3	-0.2	9	31
9	CCOCCCn1c(=S)[nH]c2ncccc2c1=O	.	.	-1	-3
10	C[C@@H]1CCCCO[C@@H](CN(C)Cc2ccc(C(=O)O)cc2)[C@@H](C)CN([C@H](C)CO)C(=O)c2cc(NC(=O)Cc3ccccc3)ccc2O1	1	0.0	1	-2
11	O=S(=O)(c1cccc(F)c1)N1CCN(c2nc(-c3cccnc3)nc3ccccc23)CC1	4	0.2	11	7
12	Cc1ccc(S(=O)(=O)N[C@H]2CC[C@@H](CCNC(=O)C3CCCC3)O[C@H]2CO)cc1	-4	0.0	-4	1
13	COc1ccc(NC(=O)N(C)C[C@@H]2OCCCC[C@@H](C)Oc3ccc(NC(=O)CCC(F)(F)F)cc3C(=O)N([C@@H](C)CO)C[C@H]2C)cc1	0	-0.1	2	0
14	O=C(c1cnsn1)N1CCCC(Nc2ccc(F)c(F)c2)C1 (centres undefined)	1	.	-2	-1
15	CC1=CC=CC2=N/C(=N\S(=O)(=O)c3ccc(F)cc3F)c3ccccc3CN12	-3	7.1	2	3

No.	PglD DTNB	RAD52 inh	ARNT-TACC3 inh	ERp5 block
1	3	36	.	0
2	.	-1	10	13
3	4	2	1	0
4	-1	-20	13	-4
5	.	-25	-3	1
6	-3	-8	.	4
7	25*	-1	0	2
8	-1	-9	-3	0
9	-5	.	-9	.
10	2	8	-1	-6
11	4	-15	-5	3
12	4	-3	6	3
13	0	0	-2	11
14	0	8	0	-3
15	-7	-33	-2	4

Other structures follow:
No.	compound	Casp6 inh	E-selectin induc	RAD54 branch	esBAF inh
16	CN(C)C(=O)Cn1c(=O)n(C)c2ccccc21	.	.	-4	-5
17	c1ccc(-n2ncc3c(N4CCC5(CC4)OCCO5)ncnc32)cc1	.	.	5	55*
18	COc1ccc(CNC(=O)Nc2nc(C(N)Cc3ccc(F)cc3)cs2)cc1 (centres undefined)	-3	-0.1	6	-13
19	O=C(N=Nc1c(O)[nH]c2ccc([N+](=O)[O-])cc12)c1cc(-c2ccccc2Cl)nc2ccccc12	1	9.4	.	.
20	COc1ccc2c3c([nH]c2c1)[C@@H](CO)N(C(=O)C1CCC1)CC31CCN(C)CC1	-2	-0.2	.	.
21	COc1ccc(NC(=O)c2cc(C)nn2-c2ccccc2)cc1	3	?	-13	39
22	CC(C)C(=O)Nc1c2c(nn1-c1ccc([N+](=O)[O-])cc1)CS(=O)(=O)C2	0	1.1	11	2
23	CC(=O)c1ccc(NC(=O)COC(=O)c2c[nH]c3ccccc23)cc1	5	2.0	4	3
24	O=C(CN1C(=O)c2ccccc2S1(=O)=O)Nc1cccnc1	.	.	-4	-5
25	O=C1CC(c2ccc3ccccc3c2)NN1 (centres undefined)	3	-0.1	2	-3
26	COc1ccccc1NC(=O)c1ccc(NC(=O)CNC(=O)c2ccc(OC)c(OC)c2)cc1	.	.	-7	-3
27	COc1ccc2c3c([nH]c2c1)[C@H](CO)N(Cc1ccc2c(c1)OCO2)CC31CCN(C(=O)Nc2c(C)noc2C)CC1	-3	0.3	.	.
28	CC(C)CC(=O)NC(=S)NNC(=O)c1cccc([N+](=O)[O-])c1	0	.	.	.
29	CN1CCN(C(=O)C[C@H]2CC[C@H]3[C@H](COc4ccc(NC(=O)c5cscn5)cc4C(=O)N3C)O2)CC1	-3	0.0	-3	-3
30	CC(=O)N1CCN(CC(=O)Nc2cc(S(=O)(=O)N3CCOCC3)ccc2C)CC1	6	.	.	.

No.	PglD DTNB	RAD52 inh	ARNT-TACC3 inh	ERp5 block
16	-5	.	-11	.
17	-2	.	-6	.
18	2	-119	.	-4
19	.	-9	-1	1
20	.	11	.	4
21	3	-11	-5	2
22	2	-4	-11	4
23	0	-17	-2	3
24	-2	.	-1	.
25	-1	-13	5	-3
26	0	3	-7	4
27	.	-13	.	1
28	.	-18	10	-3
29	0	6	0	-1
30	.	4	8	-3

Further compounds:
No.	compound	Casp6 inh	E-selectin induc	RAD54 branch	esBAF inh
31	COc1ccc(Nc2nc(-c3cccs3)nc3ccccc23)cc1	-1	.	6	-14
32	O=C(NC[C@@H]1[C@H](c2ccccc2)[C@H](CO)N1Cc1ccccn1)C1CCCC1	.	-0.3	3	-6
33	COc1cc(N/C(=C\C(=O)c2ccccc2)c2ccccc2)ccc1Cl	2	0.0	.	.
34	O=c1c2ccccc2c(C=NCCCN2CCOCC2)c(O)n1Cc1ccc2c(c1)OCO2	3	4.5	.	.
35	COc1ccc(CN2C(=O)C(C)Oc3ccccc32)cc1 (centres undefined)	-1	0.1	2	-10
36	C=CCC(NC(=O)N(C)C)(C(C)=O)C(=O)OC (centres undefined)	-18	0.2	.	.
37	CCN(CC)C(=O)[C@H]1CC(CC(=O)NCc2ccc(OC)c(OC)c2)C(=O)N2CCc3c([nH]c4ccc(OC)cc34)[C@]12C (some centres undefined)	4	-0.7	0	-3
38	COc1ccc(/C=C(\NC(=O)c2ccc(C)cc2)C(=O)NCCCN2CCOCC2)cc1OC	-9	0.0	5	-3
39	CCN(CC)CCN(C(=O)C1=COCCO1)c1nc2cc(C)cc(C)c2s1	-10	0.3	35	.
40	CCCNC(=O)C1(C)CCN(Cc2cc(C(F)(F)F)ccc2Cl)C1 (centres undefined)	2	0.0	6	-2
41	O=C(COc1ccc2ccccc2c1)N1CCN(c2ccccc2O)CC1	.	.	1	4
42	Cc1csc(=O)n1CCC(=O)OCC(=O)c1ccc(Br)cc1	0	-0.1	11	-3
43	CCNC(=S)Nc1ccc(Cl)cc1Cl	3	2.8	-7	.
44	O=C(COc1ccccc1)NCc1nnc2c3ccccc3c(-c3ccccc3)nn12	2	.	5	-8
45	Cc1cc(-c2n[nH]c(=S)n2/N=C/c2ccc(C)o2)n[nH]1	0	.	.	.

No.	PglD DTNB	RAD52 inh	ARNT-TACC3 inh	ERp5 block
31	-4	5	3	-7
32	2	.	53*	.
33	.	-5	.	-2
34	.	-32	12	-3
35	6	8	-6	3
36	.	-6	.	-3
37	3	1	2	-6
38	4	-9	-3	0
39	4	35	0	-3
40	-2	7	.	2
41	-1	.	-1	.
42	-1	-7	0	11
43	1	-4	0	0
44	8	-2	-20	4
45	.	-4	3	3

5 structures from above, arranged by number of heavy atoms, lowest first.
No.	compound	Casp6 inh	E-selectin induc	RAD54 branch	esBAF inh
43	CCNC(=S)Nc1ccc(Cl)cc1Cl	3	2.8	-7	.
42	Cc1csc(=O)n1CCC(=O)OCC(=O)c1ccc(Br)cc1	0	-0.1	11	-3
40	CCCNC(=O)C1(C)CCN(Cc2cc(C(F)(F)F)ccc2Cl)C1 (centres undefined)	2	0.0	6	-2
32	O=C(NC[C@@H]1[C@H](c2ccccc2)[C@H](CO)N1Cc1ccccn1)C1CCCC1	.	-0.3	3	-6
37	CCN(CC)C(=O)[C@H]1CC(CC(=O)NCc2ccc(OC)c(OC)c2)C(=O)N2CCc3c([nH]c4ccc(OC)cc34)[C@]12C (some centres undefined)	4	-0.7	0	-3

No.	PglD DTNB	RAD52 inh	ARNT-TACC3 inh	ERp5 block
43	1	-4	0	0
42	-1	-7	0	11
40	-2	7	.	2
32	2	.	53*	.
37	3	1	2	-6

Following part.
No.	compound	Casp6 inh	E-selectin induc	RAD54 branch	esBAF inh
46	C1CCc2c(nc3nnnn3c2N2CCOCC2)C1	.	.	-4	7
47	C[C@H](CO)N1C[C@H](C)[C@@H](CN(C)Cc2ccc3c(c2)OCO3)OCCCC[C@H](C)Oc2ccc(NC(=O)CCC(F)(F)F)cc2C1=O	2	0.0	8	-1
48	Cc1ccc(C(=O)NC23CC4CC(CC(C4)C2)C3)c(Cl)c1	1	-0.3	-4	25
49	CC1(C)CC(Cc2cccc(C(F)(F)F)c2)N(C(=O)OC(C)(C)C)C1 (centres undefined)	5	-1.2	3	-6
50	Cc1c(Cl)cccc1NC(=O)COC(=O)c1ccc(CN2CCCC2=O)cc1	0	.	5	12
51	CCOc1ccccc1-c1nnc(SCC(=O)NC2CC2)n1CC	0	0.4	0	-4
52	O=C(c1ccc(F)cc1)N1CC(=O)N2[C@H](C1)[C@H](c1ccc(C#Cc3ccc(F)cc3)cc1)[C@@H]2CO	0	-0.6	.	.
53	O=C(CSc1ncnc2c1cnn2CCc1ccccc1)Nc1cccc(C(F)(F)F)c1	-1	.	-13	-14
54	Cc1c(C(=O)NCc2ccc(Cl)c(Cl)c2)sc(=O)n1Cc1ccccc1F	-1	.	-3	1
55	CC(=O)NS(=O)(=O)c1ccc(NC(=O)/C=C/c2ccccc2Cl)cc1	.	.	0	-4
56	CCOC(=O)c1cc2c(=O)n3ccccc3nc2n(CCOC)c1=NC(=O)c1c(-c2c(F)cccc2Cl)noc1C	1	2.2	-15	12
57	COc1ccccc1C(=O)Nc1ccc(S(=O)(=O)NC2=NCCCCC2)cc1	1	-0.2	.	3
58	COC(=O)C(C(=O)OC)C(C(C)C)C(C(=O)OC)C(=O)OC	.	.	-3	-5
59	CCOC(=O)C1=C(C)NC(C)=C(C(=O)OCC)C1c1ccc(Br)o1	2	.	0	0
60	O=C(NCCc1ccccc1)C1c2ccccc2C(=O)N1Cc1cccs1 (centres undefined)	2	-0.1	17	-6

No.	PglD DTNB	RAD52 inh	ARNT-TACC3 inh	ERp5 block
46	5	.	5	.
47	3	1	3	-8
48	-7	-3	-6	0
49	-4	-6	.	5
50	.	-14	-2	8
51	2	-9	6	-1
52	.	-15	.	-9
53	0	-15	-2	-1
54	-3	-8	.	16
55	8	.	21	.
56	-1	-21	8	1
57	.	-12	4	-6
58	-3	.	-5	.
59	1	7	0	1
60	8	-6	0	-5

Source: PubChem (Broad Institute)
